Bioassay records from PubChem BioAssay.
ELG1 repair inh – inhibitors of ELG1-dependent DNA repair in HEK293T cells | HEK293T ELG1-luciferase reporter, luminescence, 16 h; DNA damage induced by 5-fluorouridine | Potency, µM (top dose mostly 46.1 µM), without a hit: at the top dose activity change, negative = inhibition, usual class: inhibitors | actives 2.3% (n = 330,000); also: potency is read from the fitted curve at half-maximal effect; % is scaled to controls: 0 for no effect and ±100 for the full control effect; nearly all actives have a fitted effect of over 55% in size
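DMSO vehicle served as the neutral condition. Each well held 2,000 cells given 5-fluorouridine plus compound; after 16 hr at 37 °C/5% CO2, ONE-Glo was added and luciferase measured 30 min later.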
PTAP TSG101 blk – blocks PTAP/TSG101 interaction to inhibit HIV-1 budding. AID 493005. Potency, µM (doses to about 115 µM), for inactives: at the top dose activity change, negative = inhibition, most hits filed as inhibitors. Fluorescence polarization, FITC-PTAP peptide / Tsg101 binding. Q99816. 340,000 tested, under 10 active; active = well fitted inhibition curve with a large enough effect in the main read-out, with a control signal flat, not every such curve was filed as active; inconclusive = small, poorly fitted or top-dose-only effect, or effect the other way, or a change in a side signal; inactive = no such curve, though single readings can be large or run the other way; also: potency is read from the fitted curve at half-maximal effect; % of control where 0% means no effect
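Fluorescence polarization binding of Tsg101 binding domain (10 uM final) to FITC-labeled PTAP peptide (50 nM final) in HEPES pH 7.5 buffer with NaCl, Tween 20, EDTA, TCEP. Compounds added before peptide; binding 20 min at RT.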
TSHR antag – blocks TSH signaling through the human TSH receptor. TSHR-expressing cells, TSH-stimulated cAMP HTRF, 2 h; hits give low values. P16473. actives 0.2% (n = 330,000). activity change, negative = inhibition, % at 11.5 µM;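 active = activity change below a set negative limit, meaning inhibition stronger than a set level, cut at about -70% in these data; inconclusive = activity change between two set negative limits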; also: % is scaled to controls: 0 for no effect and ±100 for the full control effect
Target sequence (P16473 whole entry, looked up): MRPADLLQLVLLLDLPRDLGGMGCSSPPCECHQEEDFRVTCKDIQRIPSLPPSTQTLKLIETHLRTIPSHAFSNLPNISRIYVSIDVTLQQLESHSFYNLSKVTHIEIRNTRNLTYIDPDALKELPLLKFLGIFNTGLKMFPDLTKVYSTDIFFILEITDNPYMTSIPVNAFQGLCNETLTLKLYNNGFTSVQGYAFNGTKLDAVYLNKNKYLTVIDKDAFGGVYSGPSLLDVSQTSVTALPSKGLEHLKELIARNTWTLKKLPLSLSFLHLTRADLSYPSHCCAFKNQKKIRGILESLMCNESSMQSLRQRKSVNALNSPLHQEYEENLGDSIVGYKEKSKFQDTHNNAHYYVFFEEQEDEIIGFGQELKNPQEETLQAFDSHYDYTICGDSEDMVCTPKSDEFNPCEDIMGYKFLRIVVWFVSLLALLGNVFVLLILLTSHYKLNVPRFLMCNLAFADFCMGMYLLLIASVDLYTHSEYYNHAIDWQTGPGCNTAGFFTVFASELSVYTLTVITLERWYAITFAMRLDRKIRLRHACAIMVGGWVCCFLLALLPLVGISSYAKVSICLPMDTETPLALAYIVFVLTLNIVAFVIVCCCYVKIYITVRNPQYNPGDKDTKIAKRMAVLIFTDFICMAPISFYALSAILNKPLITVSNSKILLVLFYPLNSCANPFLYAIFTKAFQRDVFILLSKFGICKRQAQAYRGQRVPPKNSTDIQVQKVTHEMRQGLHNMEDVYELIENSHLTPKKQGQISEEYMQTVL
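Freshly harvested TSHR cells receive pin-tooled compound, then EC80 TSH at 4nM final. After 2 hours at 37 deg C, antibody in lysis buffer and cAMP-d2 are added; 30 minutes at ambient temperature precede the HTRF read.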
Chronic BCR inh – inhibitors of chronic active B-cell receptor signaling | Potency, µM (doses to about 46.1 µM), without a hit: at the top dose ratio change, negative = lower green/red ratio, hits mostly inhibitors | actives 0.05% (n = 340,000) | AID 493014 | ABC-DLBCL IkBa-CBG/CBR reporter, luminescence ratio, 4 h; active = well fitted inhibition curve with a large enough effect in the signal ratio, with a control signal flat, not every such curve was filed as active; inconclusive = small, poorly fitted or top-dose-only effect, or effect the other way, or a change in a side signal; the % refers to the signal ratio;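 also: potency is read from the fitted curve at half-maximal effect; plate controls were basal doxycycline-induced cells for no effect and cells given 10 µM MG132 for full effect; MG132 reads +100%, hits lower the ratio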
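TMD8 human ABC-DLBCL cells with doxycycline-inducible IκBα–green luciferase fusion and unfused red luciferase, in 0.5% FBS medium; compounds up to 46 uM, 4 h at 37C. Green/red luminescence ratio, filter-overlap corrected, fitted to concentration-response curves.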
Tb PFK inh – T. brucei PFK enzyme inhibition; T. brucei PFK, ADP-Glo luminescence; Potency, µM (titrated, usually from 57.5 µM), without a hit: top-dose activity, negative = inhibition, most hits filed as inhibitors; actives 0.17% (n = 330,000); AID 485367;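 also: potency is read from the fitted curve at half-maximal effect; 0% = uninhibited 1x PFK enzyme wells and -100% = no-enzyme wells; nearly all actives have a fitted effect of over 60% in size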
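1.25 nM PFK with 0.5 mM F6P and 0.1 mM ATP in 0.1 M TEA pH 8.0, 5 mM MgCl2, incubated 45 min at room temperature; ADP measured by ADP-Glo luminescence; compounds titrated up to 57 uM.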
Eya2 inh – blocks the phosphatase activity of human Eya2. Potency, µM (top dose mostly 76.9 µM), inactives show at the top dose activity, negative = inhibition, usual class: inhibitors. O00167. recombinant Eya2, OMFP fluorescence dephosphorylation (OMFP is methylfluorescein phosphate). actives 0.006% (n = 330,000); also: potency is read from the fitted curve at half-maximal effect; % is scaled to controls: 0 for no effect and ±100 for the full control effect
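Eya2 (0.2 uM) preincubated 10 min at ambient with compound, then OMFP substrate added at 50 uM; 10 min reaction in 50 mM HEPES pH 7.5, 50 mM NaCl, 5 uM MgCl2, 0.05% BSA, 1 mM DTT. Fluorescence read at Ex 485/Em 525 nm.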
TCR activator – activates T cell receptor signaling; primary human leukocytes, anti-CD3, IL-2 HTRF, 48 h; Potency, µM (series often up to 9.22 µM), inactives show at the top dose activation of IL-2 secretion, hits mostly activators; 330,000 tested, under 10 active; also: % of control where 0% means no effect
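IL-2 release read by HTRF sandwich (Eu cryptate donor, d2 acceptor, 665 nm emission) after 48 hr exposure of primary human leukocytes to compound together with anti-CD3 beads in the absence of co-stimulatory signals.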
A-T KAP1 phos – candidate therapy for ataxia-telangiectasia. […] A-T fibroblasts, KAP-1 phosphorylation AlphaLISA; neocarzinostatin DNA damage 30 min before lysis. Potency, µM (top dose mostly 57.5 µM), inactives show at the highest dose activation, hits mostly activators. actives 0.19% (n = 320,000); also: potency is read from the fitted curve at half-maximal effect; % of control where 0% means no effect; nearly all actives have a fitted effect of over 45% in size
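hTERT-immortalized A-T patient fibroblasts ([…]), 500 cells/well in OPTI-MEM, 1% FBS, got compounds for 60 min, then NCS for 30 min at 37C. Lysates were then assayed for phospho-KAP-1 by AlphaLISA (anti-pKAP1 donor, anti-KAP1 acceptor beads), 6 hr at 25C.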
ASM inhibitor – human S-ASM enzyme inhibition. P17405. actives 0.006% (n = 340,000). Potency, µM (doses to about 57.5 µM), for inactives: at the highest dose activity change, negative = inhibition, usual class: inhibitors. AID 504937. placental ASM, HMU-PC fluorogenic substrate, 60 min; also: potency is read from the fitted curve at half-maximal effect
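Fluorogenic HMU-PC substrate (9 uM final) is turned over by placental ASM in 60 min at 37 C after a 10 min compound preincubation. Reaction ended by alkaline stop (pH 10), with fluorescence read at 386/447 nm.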
Mito fusion act – blocks mitochondrial division or promotes mitochondrial fusion; S. cerevisiae fusion-defective mutant growth rescue, CellTiterGlo 48 h; Potency, µM (titrated, usually from 46.1 µM), for the others: top-dose growth rescue (activation), most hits filed as activators; actives 0.23% (n = 320,000); AID 485298;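 also: potency is read from the fitted curve at half-maximal effect; % of control where 0% means no effect; nearly all actives have a fitted effect of over 45% in size; temperature-sensitive fusion mutants such as fzo1-1 at 37 °C on non-fermentable ethanol glycerol medium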
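Luminescent cell viability in 1536-well qHTS format served as the measure of rescued growth in ts fusion-mutant S. cerevisiae cultured on non-fermentable YPEG for 48 hours at 37C.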
a7 integrin act – integrin-mediated muscular dystrophy alleviation activation; alpha7betagal myoblasts, beta-gal FDG fluorescence, 48 h; Potency, µM (doses to about 38.3 µM), without a hit: at the highest dose activation, most hits filed as activators; actives 0.064% (n = 350,000); AID 624291;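 also: potency is read from the fitted curve at half-maximal effect; 100% = response of the positive control SU9516; nearly all actives have a fitted effect of over 60% in size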
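alpha7betagal+/- myoblasts (passage 13, 250/well) treated 48 h at 37C with compounds at 1:260 dilution of DMSO stock. Lysed, then beta-galactosidase activity read as FDG fluorescence (ex 480/em 540) after 30 min, with pre-read for autofluorescence.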
* = called active by the depositor; ? = inconclusive; . = no result given; [ ] = another dose, or the depositor's remark. Unless noted, calls follow the shape of the dose curve; as a rule, active = well fitted curve in the direction sought with a large enough effect; inconclusive = small, poorly fitted or top-dose-only effect, or another doubt; inactive = no such curve, though single readings can be large; an effect the other way counts as inactive or inconclusive. Only part of the results is shown, so the mix of outcomes need not match the whole.

smiles,ELG1 repair inh,PTAP TSG101 blk,TSHR antag,Chronic BCR inh,Tb PFK inh,Eya2 inh,TCR activator,A-T KAP1 phos,ASM inhibitor,Mito fusion act,a7 integrin act
CCOC(=O)Cn1c(=O)oc2cc(S(=O)(=O)Nc3cc(Cl)ccc3OC)ccc21,5%,0%,-4,?,-1%,11%,5%,0%,1%,3%,-6%
Cc1cc(OCC(=O)Nc2ccc(S(=O)(=O)N3CCN(C)CC3)cc2)ccc1Cl,-16%,-3%,55,-2%,27µM*,-16%,-1%[46.1 µM],4%,-5%,-2%,-19%
CC1=CC(=O)NP(=O)(Oc2ccc3ccccc3c2)N1 (configuration not stated),?,-3%,11,?,1%,2%,-1%,-5%,-4%,2%,-34%
CCOP(=O)(OCC)c1cccc(O)c1,22%,2%,5,4%,-3%,-5%,-9%,-3%,-2%,-9%,-17%
O=S1(=O)N(Cc2ccc(F)cc2)CCCN1Cc1ccccc1Cl,-5%,-3%,2,2%,-1%,3%,3%,13%,0%,-14%,7%
Cc1ccc(N)c([N+](=O)[O-])c1,?,1%,8,1%,-3%,13%,-19%,-5%,-5%,-6%,.
Cn1c(C(=O)N2CCC3(CC2)OCCO3)cc2c(=O)n(C)c3ccccc3c21,7%,-7%,-2,0%,-6%,5%,6%,-1%,-2%,2%,-13%
O=C(NC1CC1)c1cn(Cc2ccccc2)nc1-c1ccccc1,8%,-1%,2,3%,-1%,-3%,-6%,1%,2%,2%,-6%
CC1=NN(c2ccccc2)C(=O)C1/C=C1\C(=O)NC(=O)N(c2ccc(C)c(C)c2)C1=O (configuration not stated),-2%,-3%,8,?,7%,15%,2%,.,1%,0%,-7%
Cc1ccc(-c2nn(Cc3ccccc3)cc2C=O)cc1,?,0%,23,?,-5%,-10%,9%[46.1 µM],-1%,4%,12%,0%
O=C(O)c1ccc(NC(=O)N2C[C@H]3C[C@@H](C2)c2cccc(=O)n2C3)cc1,16%,3%,-2,-1%,-2%,-4%,5%,1%,-2%,-1%,-4%
O=C(c1c[nH]c2ccc(S(=O)(=O)N3CCOCC3)cc2c1=O)N1CCC2(CC1)OCCO2,-16%,-2%,19,3%,7%,-4%,-1%,-6%,56%[activator],9%,2%
Cc1ccc2c(c1)CC1(CN2C)C(=O)NC(=O)N(C(C)C)C1=O (configuration not stated),0%,1%,-12,3%,3%,12%,5%,9%,5%,1%,23%
O=c1cccc2n1CC1CC2CN(S(=O)(=O)c2cc(Cl)ccc2Cl)C1 (configuration not stated),-4%,.,-6,-1%,2%,-4%,-9%,-1%,3%,2%,0%
COc1cc(/C=C2/C(=O)NC(=O)N(c3ccccc3)C2=O)ccc1O,-9%,0%,-1,0%,16%,2%,-1%[46.1 µM],1%,0%,-7%,11%
Cc1nc2ccc(P(=O)(O)O)cc2s1,10%,.,-2,-3%,?,12%,.,-2%,.,-2%,.
O=C1NC(=O)N(Cc2ccc(F)cc2)C(=O)/C1=C\C=C\c1ccco1,?,2%,-15,?,?,27%,0%,24%,-8%,0%,2%
CCCCOC(=O)c1ccccc1C(=O)OCCCC,0%,-2%,-17,2%,-4%,-2%,7%,12%,-2%,10%,14%
CCN(CCNc1ccc([N+](=O)[O-])c2cccnc12)S(=O)(=O)c1ccccc1,9%,8%,6,-2%,-1%,2%,-6%[46.1 µM],1%,3%,-2%,11%
O=C1/C(=C/c2cccc([N+](=O)[O-])c2)N2CCC1CC2,?,-6%,-2,?,-1%,9%,5%[46.1 µM],0%,3%,-1%,0%
CCOP(=O)(OCC)c1cccc(OP(=O)(c2cccc([N+](=O)[O-])c2)c2cccc([N+](=O)[O-])c2)c1,17%,-2%,9,12%,0%,2%,-3%,-8%,3%,2%,-4%
COc1ccccc1N1CCN(C(CNC(=O)Oc2ccccc2)c2cccnc2)CC1 (configuration not stated),-1%,-3%,8,7%,-1%,-4%,0%,4%,2%,0%,5%
Cc1ccc(-n2c(O)c(C=NCCN3CCOCC3)c(=O)[nH]c2=O)cc1,0%,-4%,8,?,0%,13%,-37%,-1%,2%,-4%,-16%
O=C1NC(=O)C2(Cc3cc([N+](=O)[O-])ccc3N3CCN(C(=O)c4ccccc4)CC32)C(=O)N1 (configuration not stated),5%,1%,2,8%,3%,-13%,-4%,3%,6%,-11%,-50%[inhibitor]
C#CC1(OC(=O)c2ccccc2)CC(C)N(C)CC1C (configuration not stated),6%,-4%,-4,5%,1%,-18%,-2%,1%,3%,-4%,-34%
COc1ccc(CC(C)Nc2cccc(F)c2)cc1 (configuration not stated),10%,-4%,-5,?,-3%,-10%,0%,5%,4%,2%,28%
COc1ccccc1N1CCN(Cc2cc(C)c(C)cc2O)CC1,?,0%,3,-2%,-3%,-26%,-6%,4%,2%,15%,16%
CCN(CC)C(=O)c1ccc(NC(=O)CNC(C)c2cccc3ccccc23)cc1 (configuration not stated),?,-5%,-1,?,-3%,-25%,-5%,8%,0%,2%,-10%
COc1ccccc1OCCCn1cc(C=O)c2ccccc21,?,-2%,-20,?,-4%,-16%,-9%,0%,-1%,25%,11%
COC(=O)C1=C(c2ccc(-c3ccccc3)c(F)c2)C[C@@H]2CC[C@H]1N2C(=O)NC1CCCCC1,?,-2%,-5,-4%,11%,-8%,6%,-8%,-3%,?,8%
COc1c(C)cc(C(=O)C2CCCN(Cc3cccc(C)n3)C2)cc1C (configuration not stated),?,-5%,-11,-5%,3%,6%,11%,4%,4%,-4%,0%
c1csc(CN2CCNCC2)c1,16%,-1%,6,0%,0%,3%,.,11%,-5%,-11%,5%
COc1ccc(CC2(CCc3ccncc3)C(=O)NC(=O)NC2=O)c(OC)c1,?,0%,22,4%,-3%,2%,-4%,1%,1%,0%,4%
CC(C)=CCN1CC[C@@]2(C)c3cc(O)ccc3CC1C2C (some centres not stated),-1%,-7%,5,?,0%,-23%,-1%,4%,1%,.,.
CC(C)(C)n1c(O)c(C=Nc2ccc3c(c2)CCC3)c(=O)[nH]c1=O,?,-4%,7,5%,2%,-10%,-5%,-5%,4%,?,3%
O=c1c2ccccc2nc(-c2ccoc2)n1-c1ccccc1Cl,-22%,-7%,1,4%,8%,1%,-2%,-2%,-1%,13%,-14%
CCC(=NC1CC1)c1c(O)n(C2CCCCC2)c(=O)[nH]c1=O,10%,-6%,-2,3%,-3%,0%,6%,1%,-3%,16%,-31%
Cc1ccc(-c2nc3ccccc3c(=O)n2-c2cccnc2)cc1,-2%,-3%,-4,-1%,-1%,5%,1%[46.1 µM],2%,3%,-4%,9%
CCCCCCCCCOc1ccc2[nH]cc(CCN)c2c1,.,.,15,?,12%,-7%,.,.,.,17%,.
OC12CCCCC1C(c1ccccc1)NCC2 (configuration not stated),-11%,-4%,3,-1%,-1%,18%,-5%,5%,0%,1%,-4%
c1ccc(-n2ccnc2)cc1,1%,-1%,3,-1%,-2%,-6%,-17%,-2%,23%,-5%,.
Cc1nn(Cc2ccc(Cl)cc2Cl)c(Cl)c1C(=O)NC1CCCc2ccccc21 (configuration not stated),?,-1%,4,6%,1%,7%,5%[46.1 µM],11%,1%,0%,-11%
COc1ccc(CCNCc2c(OC)ccc3ccccc23)cc1,13%,-2%,9,-8%,-1%,-2%,-1%,5%,2%,13%,-53%[inhibitor]
O=C(c1cncc(Br)c1)N1CCN(S(=O)(=O)c2ccc3ccccc3c2)CC1,?,-5%,-6,-5%,0%,2%,-3%,0%,-3%,.,10%
